PRC2 inh – blocks human EZH2/PRC2 H3K27 methylation; DELFIA TRF, 1 h; Q15910; AID 651548; 57,000 compounds, 0.35% hits; inhibition, % at 12.5 µM;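 active means mean inhibition of replicates at least 50% and every single replicate also reaching 50%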;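 further: dimethyl H3K27 on biotinylated H3 21-44 peptide detected by antibody; plate controls were median neutral control wells for no effect and median positive control wells for full effect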
Target sequence (Q15910 whole entry, looked up): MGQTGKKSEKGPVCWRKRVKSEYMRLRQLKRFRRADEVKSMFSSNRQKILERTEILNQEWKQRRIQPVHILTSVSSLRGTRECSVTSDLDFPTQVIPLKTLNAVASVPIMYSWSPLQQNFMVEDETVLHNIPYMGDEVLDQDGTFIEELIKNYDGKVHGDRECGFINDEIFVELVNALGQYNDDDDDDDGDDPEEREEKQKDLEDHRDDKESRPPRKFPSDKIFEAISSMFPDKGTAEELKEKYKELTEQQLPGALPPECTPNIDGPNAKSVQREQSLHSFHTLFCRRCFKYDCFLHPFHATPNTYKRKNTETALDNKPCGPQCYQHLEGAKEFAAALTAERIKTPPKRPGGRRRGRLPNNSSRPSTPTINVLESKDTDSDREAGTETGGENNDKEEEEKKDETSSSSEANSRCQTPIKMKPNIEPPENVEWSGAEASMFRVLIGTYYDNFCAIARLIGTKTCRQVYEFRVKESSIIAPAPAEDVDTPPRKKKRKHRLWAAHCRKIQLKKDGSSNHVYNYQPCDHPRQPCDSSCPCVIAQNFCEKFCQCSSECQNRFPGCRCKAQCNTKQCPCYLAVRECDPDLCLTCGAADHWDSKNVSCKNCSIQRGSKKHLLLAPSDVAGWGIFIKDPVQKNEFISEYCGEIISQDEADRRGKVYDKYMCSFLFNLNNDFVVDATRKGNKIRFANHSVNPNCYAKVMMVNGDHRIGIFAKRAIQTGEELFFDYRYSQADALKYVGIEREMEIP
IDH1 R132H inh – inhibitors of human IDH1 R132H | O75874 | IDH1 R132H reductase, diaphorase/resazurin fluorescence, 60 min | inhibition, % at 10 µM | 70,000 compounds, 0.18% hits; in the data active means inhibition above about 34%;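 further: 0% = DMSO and 100% = no enzyme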
Starred values were filed as active, the others as inactive; x = no result given.

Structure	PRC2 inh	IDH1 R132H inh
CN(C)C(=O)c1ccc(-c2cccc(-c3nc(C(=O)NC4CCCC4)cc4c3[C@@H](CCO)N([S@](=O)C(C)(C)C)C4)c2)cc1	4.5	-0.4
C[C@H](CO)N1C[C@H](C)[C@@H](CN(C)S(C)(=O)=O)Oc2cc(C#CCN(C)C)ccc2S1(=O)=O	-0.3	-2.0
O=C1NC(=O)C(C(CC(=O)c2ccccc2)c2ccccc2Br)C(=O)N1 (stereo not drawn)	-2.2	0.2
C[C@H](CO)N1C[C@H](C)[C@@H](CN(C)Cc2ccncc2)Oc2c(NC(=O)Nc3ccccc3)cccc2C1=O	3.4	7.8
C[C@H](CO)N1C[C@H](C)[C@@H](CN(C)Cc2ccncc2)Oc2ccc(NC(=O)C3CCCCC3)cc2CC1=O	x	4.2
C[C@@H]1CN([C@H](C)CO)C(=O)c2cc(N(C)C)ccc2O[C@@H](C)CCCCO[C@@H]1CN(C)C	1.9	0.3
CN(CC(=O)Nc1ccc(C#N)cc1)S(=O)(=O)c1ccc(Cl)cc1	8.2	-0.3
Cc1noc(C)c1NC(=O)N(C)C[C@H]1Oc2c(NC(=O)c3ccc(-c4nccs4)cc3)cccc2C(=O)N([C@H](C)CO)C[C@H]1C	x	-19.6
C[C@H]1CN([C@@H](C)CO)C(=O)c2cc(C#Cc3ccccc3F)cnc2O[C@@H]1CN(C)S(=O)(=O)c1ccccc1F	x	0.0
C[C@@H]1CN([C@@H](C)CO)C(=O)c2cc(-c3cccc(C(=O)N(C)C)c3)cnc2O[C@@H]1CN(C)C	-6.3	0.3
C[C@@H]1CN([C@@H](C)CO)C(=O)CCCn2cc(nn2)CO[C@@H]1CN(C)C(=O)Nc1ccccc1F	-2.3	1.7
C[C@@H]1CN([C@H](C)CO)C(=O)c2cc(C#Cc3cccnc3)cnc2O[C@H]1CN(C)C(=O)CC1CC1	8.1	6.1
CN(C)C(=O)C[C@@H]1C[C@H]2c3cc(NC(=O)Nc4ccccc4)ccc3O[C@H]2[C@@H](CO)O1	-1.4	0.4
COC(=O)CCCCCCC(=O)NN=C1CCCCCC1	9.5	0.2
O=c1c(-c2ccc(O)cc2)coc2cc(OC3OC(CO)C(O)C(O)C3O)cc(O)c12 (stereo not drawn)	8.5	-1.0
N#Cc1c(-c2ccccc2)cc(-c2ccccc2)nc1SCC(=O)O	40.6	4.2
Cc1ccccc1S(=O)(=O)NCC[C@H]1CC[C@@H](NC(=O)C2CC2)[C@H](CO)O1	1.8	0.1
C[C@@H]1CN([C@H](C)CO)C(=O)c2cc(C3=CCCC3)cnc2O[C@H]1CN(C)C(=O)Cc1ccncc1	x	4.1
COc1ccc(S(=O)(=O)Nc2ccc3c(c2)C(=O)N(C)C[C@@H](OC)[C@H](C)CN[C@@H](C)CO3)cc1	4.8	0.3
COc1cccc(-c2ccc3c(c2)O[C@H](CN(C)Cc2ccncc2)[C@H](C)CN([C@H](C)CO)S3(=O)=O)c1	-4.9	7.5
Cc1cc(C)n(C(=O)CN(C)S(=O)(=O)c2ccc([N+](=O)[O-])cc2)n1	6.0	0.9
COc1ccc(NC(=O)N[C@@H]2CC[C@H](CCn3cc(-c4ccccn4)nn3)O[C@@H]2CO)cc1	3.3	-0.2
C[C@H](CO)N1C[C@H](C)[C@H](CN(C)Cc2ccc(-c3ccccc3)cc2)Oc2c(NC(=O)C3CC3)cccc2C1=O	x	-5.9
OCc1nc2ccccc2n1CC(O)Cn1ccc2ccccc21 (stereo not drawn)	-18.0	5.5
C[C@@H]1CN([C@@H](C)CO)C(=O)CCCn2nncc2CO[C@@H]1CN(C)S(=O)(=O)c1ccc(-c2ccccc2)cc1	-7.1	-0.6
Cc1noc(C)c1NC(=O)Nc1cccc2c1O[C@H](CN(C)Cc1ccc3c(c1)OCO3)[C@@H](C)CN([C@H](C)CO)C2=O	-0.8	0.7
C[C@@H]1CN([C@@H](C)CO)S(=O)(=O)c2ccc(-c3cccc(C#N)c3)cc2O[C@@H]1CN(C)C(=O)Nc1cc(F)ccc1F	-4.6	0.2
COCC(=O)N(C)C[C@@H]1Oc2ncc(-c3ccccc3OC)cc2C(=O)N([C@@H](C)CO)C[C@H]1C	x	-0.8
O=C(CC1Sc2ncnn2C1=O)Nc1ccccc1 (stereo not drawn)	x	3.7
CS(=O)(=O)Nc1ccc2c(c1)[C@H]1C[C@@H](CC(=O)NCc3cccnc3)O[C@@H](CO)[C@H]1O2	1.4	-0.4

A draw from above in order of count of non-hydrogen atoms, high to low.
Structure	PRC2 inh	IDH1 R132H inh
C[C@@H]1CN([C@@H](C)CO)S(=O)(=O)c2ccc(-c3cccc(C#N)c3)cc2O[C@@H]1CN(C)C(=O)Nc1cc(F)ccc1F	-4.6	0.2
N#Cc1c(-c2ccccc2)cc(-c2ccccc2)nc1SCC(=O)O	40.6	4.2
O=C(CC1Sc2ncnn2C1=O)Nc1ccccc1 (stereo not drawn)	x	3.7

Next section.
Structure	PRC2 inh	IDH1 R132H inh
CCC(=O)N1C[C@@H](C)[C@@H](OC)CN(C)C(=O)c2cc(NC(=O)Nc3cccc(F)c3)ccc2OC[C@@H]1C	-10.5	-0.1
CN(C)CCCN1C(=O)C(=O)C(C(=O)c2cccs2)C1c1ccco1 (stereo not drawn)	1.2	-1.1
C[C@H](CO)N1C[C@H](C)[C@@H](CN(C)Cc2ccc3c(c2)OCO3)Oc2ccc(NC(=O)Nc3cccc4ccccc34)cc2C1=O	-23.3	x
C[C@H](CO)N1C[C@H](C)[C@@H](CN(C)C(=O)c2ccccc2F)Oc2ncc(C#Cc3cccc(F)c3)cc2C1=O	-36.8	0.6
O=C1c2ccccc2C2CC(c3cc(Cl)ccc3Cl)=NN12 (stereo not drawn)	-7.3	0.0
C[C@@H]1CCCCO[C@H](CN(C)S(=O)(=O)c2cn(C)cn2)[C@@H](C)CN([C@H](C)CO)C(=O)c2cc(NC(=O)C3CCCCC3)ccc2O1	x	-1.6
C[C@H]1CN([C@@H](C)CO)S(=O)(=O)c2ccc(C#Cc3ccccc3F)cc2O[C@H]1CN(C)C(=O)Cc1ccccc1	x	0.3
CNC[C@@H]1Oc2c(NC(=O)C3CC3)cccc2C(=O)N([C@H](C)CO)C[C@@H]1C	10.4	x
Cc1noc(C)c1S(=O)(=O)Nc1ccc2c(c1)C(=O)N([C@H](C)CO)C[C@H](C)[C@@H](CN(C)S(C)(=O)=O)O2	x	-2.9
CCS(=O)(=O)NCC[C@H]1CC[C@H](NS(=O)(=O)c2cccc(F)c2)[C@@H](CO)O1	-4.3	-0.1
CO[C@H]1CN(C)C(=O)c2ccc(NC(=O)C3CC3)cc2OC[C@H](C)N(Cc2cc(F)ccc2F)C[C@H]1C	-3.9	0.4
C[C@H]1CN([C@@H](C)CO)C(=O)CCCn2nncc2CO[C@@H]1CN(C)S(=O)(=O)c1cccs1	x	4.1
C[C@H]1CN([C@@H](C)CO)C(=O)c2ccccc2-c2ccccc2CO[C@H]1CN(C)S(=O)(=O)c1ccccc1F	3.3	x
C[C@@H]1CN([C@H](C)CO)C(=O)c2cccc(NC(=O)C3CC3)c2O[C@@H]1CN(C)S(=O)(=O)c1ccc(Cl)cc1	x	-0.4
Cc1c(Cl)cccc1NC(=O)Nc1cccc(Cn2cccn2)c1	11.0	0.4
C[C@@H]1CN([C@H](C)CO)C(=O)Cc2cc(NC(=O)Nc3ccc(F)cc3)ccc2O[C@H]1CN(C)S(=O)(=O)c1cn(C)cn1	x	0.3
Cc1ccc(S(=O)(=O)N(C)C[C@@H]2Oc3ccc(N(C)C)cc3C(=O)N([C@H](C)CO)C[C@H]2C)cc1	x	-3.6
Cc1noc(C)c1NC(=O)Nc1ccc2c(c1)C(=O)N([C@@H](C)CO)C[C@H](C)[C@H](CN(C)S(=O)(=O)c1cn(C)cn1)OCCCC[C@@H](C)O2	x	-0.4
Cc1ccc(N(C(C)C(=O)Nc2c(C)cc(C)cc2C)S(C)(=O)=O)cc1 (stereo not drawn)	-4.8	5.5
C[C@H](CCC(=O)O)[C@H]1CCC2[C@@H]3CC[C@@H]4C[C@H](O)CC[C@]4(C)C3C=C[C@@]21C (stereo partly drawn)	-9.7	0.0
Cn1cnc(S(=O)(=O)N[C@H]2CC[C@@H](CC(=O)NCC3CCCCC3)O[C@H]2CO)c1	14.0	0.2
CCC(=O)N1C[C@H](C)[C@H](OC)CN(C)C(=O)c2ccc(NC(=O)c3ccccc3)cc2OC[C@H]1C	4.5	-0.1
C[C@@H]1CCCCO[C@H](CN(C)S(=O)(=O)c2cn(C)cn2)[C@H](C)CN([C@@H](C)CO)C(=O)c2cc(NS(=O)(=O)c3cccs3)ccc2O1	x	-5.3
C/C1=C/C[C@H](O)/C(C)=C\[C@H]2OC(=O)[C@@H](C)[C@@H]2CC1	x	-0.3
O=C(N[C@H]1CC[C@H](CCNS(=O)(=O)c2cccc(Cl)c2)O[C@H]1CO)c1ccc(F)cc1	1.9	0.2
COCCNC(=O)C[C@@H]1C[C@H]2c3cc(NC(=O)C4CCOCC4)ccc3O[C@H]2[C@H](CO)O1	13.3	-0.2
O=C(C1=C[C@@H](c2ccccc2)C[C@@H](OCc2ccc(CO)cc2)O1)N1CCOCC1	5.5	x
Cc1noc(C)c1NC(=O)Nc1cccc2c1O[C@H](CN(C)CC1CC1)[C@H](C)CN([C@@H](C)CO)C2=O	x	-0.1
CC(C)(C)c1ccc(OCC(=O)NCc2ccco2)c(Br)c1	26.9	3.1
NCC[C@H]1CC[C@H](NS(=O)(=O)c2ccc(Cl)cc2)[C@H](CO)O1	-7.8	0.5
O=C(N1CCCCC1)[C@@]1(Cc2ccccc2)COC(c2ccc(OCCCO)cc2)=N1	0.0	x
O=C(N[C@@H]1CC[C@H](CCNS(=O)(=O)c2ccc(F)cc2)O[C@H]1CO)C1CCCC1	-14.4	0.1
CC(=O)N(C)C[C@H]1Oc2ncc(-c3ccccc3F)cc2C(=O)N([C@@H](C)CO)C[C@@H]1C	-9.6	-5.5
C[C@@H]1CN([C@H](C)CO)C(=O)c2cc(C#Cc3ccccc3F)cnc2O[C@H]1CN(C)S(C)(=O)=O	x	0.0
Cc1ccc(S(=O)(=O)N[C@@H]2CC[C@H](CCNC(=O)C3CC3)O[C@H]2CO)cc1	7.1	0.5
O=C(C[C@@H]1C[C@H]2c3cc(NC(=O)C4CCOCC4)ccc3O[C@H]2[C@H](CO)O1)NC1CCCCC1	13.5	0.1
C[C@@H]1CN([C@@H](C)CO)C(=O)c2cc(NC(=O)CCN3CCOCC3)ccc2O[C@H]1CN(C)S(=O)(=O)c1cn(C)cn1	x	3.5
COC(=O)C[C@H]1[C@]2(C)C3=C(C)[C@H](c4ccoc4)C[C@H]3O[C@@H]2[C@H](OC(C)=O)C2[C@](C)(C(=O)OC)C=CC(=O)[C@@]21C (stereo partly drawn)	7.3	0.2
C[C@H](CO)N1C[C@H](C)[C@@H](CN(C)C(=O)Nc2ccccc2)OCc2ccccc2-c2c(n(C)c3ccccc23)C1=O	-24.2	x
C[C@H](CO)N1C[C@H](C)[C@@H](CN(C)C(=O)NC2CCCCC2)Oc2c(NS(=O)(=O)c3cccs3)cccc2C1=O	x	0.6
CCS(=O)(=O)N1[C@H](CO)[C@H](c2ccc(C#CCC3CCCC3)cc2)[C@@H]1C#N	x	-1.5
C[C@@H]1CN([C@H](C)CO)C(=O)Cc2cc(N(C)C)ccc2O[C@@H]1CN(C)Cc1ccc(C(F)(F)F)cc1	-7.9	-0.3
COC(=O)c1ccc(OCC(O)Cn2c(C)nc3ccccc32)cc1 (stereo not drawn)	-8.7	-0.3
COCC#Cc1ccc2c(c1)O[C@@H](CN(C)C(=O)c1ccccc1)[C@@H](C)CN([C@@H](C)CO)S2(=O)=O	-9.7	-0.1
Cc1ccc(S(=O)(=O)N(C)C[C@H]2Oc3ccc(NC(=O)c4ccncc4)cc3CC(=O)N([C@@H](C)CO)C[C@H]2C)cc1	2.7	x

Structures shown so far containing a tert-butyl group:
Structure	PRC2 inh	IDH1 R132H inh
CN(C)C(=O)c1ccc(-c2cccc(-c3nc(C(=O)NC4CCCC4)cc4c3[C@@H](CCO)N([S@](=O)C(C)(C)C)C4)c2)cc1	4.5	-0.4
CC(C)(C)c1ccc(OCC(=O)NCc2ccco2)c(Br)c1	26.9	3.1

Going on with the list:
Structure	PRC2 inh	IDH1 R132H inh
C[C@H](CO)N1C[C@H](C)[C@H](CN(C)Cc2ccc3cccnc3c2)OCc2cnnn2CCCC1=O	14.9	0.4
C[C@@H]1CN([C@@H](C)CO)C(=O)c2cc(NS(=O)(=O)c3ccccc3)ccc2O[C@@H](C)CCCCO[C@H]1CN(C)S(=O)(=O)c1cn(C)cn1	x	-7.4
CSc1ccccc1NC(=O)C(C)NS(=O)(=O)c1ccccc1 (stereo not drawn)	11.3	0.6
O=C(NCC[C@@H]1CC[C@H](NC(=O)c2ccc3c(c2)OCO3)[C@H](CO)O1)Nc1cc(F)ccc1F	10.3	0.3
C[C@H]1CN([C@@H](C)CO)C(=O)Cc2cc(NC(=O)Nc3ccc(F)cc3)ccc2O[C@@H]1CN(C)Cc1ccncc1	5.6	20.4
C[C@@H]1CN([C@@H](C)CO)C(=O)CCCn2nncc2CO[C@H]1CN(C)C(=O)Nc1cccc2ccccc12	6.7	-0.7

Shown with two lines to a compound: part of the list above
Each structure is followed by: PRC2 inh	IDH1 R132H inh
O=C(N[C@H]1CC[C@H](CCNS(=O)(=O)c2cccc(Cl)c2)O[C@H]1CO)c1ccc(F)cc1
 : 1.9	0.2
COCCNC(=O)C[C@@H]1C[C@H]2c3cc(NC(=O)C4CCOCC4)ccc3O[C@H]2[C@H](CO)O1
 : 13.3	-0.2

Screens: PubChem, Broad Institute

This is a subset; count on the stated rates, not on these rows.
